High-throughput results from PubChem BioAssay.
3T3 cytotox = Cytotoxic Profiling in NIH 3T3 Cell Line of Diverse Libraries Using Quantitative High-Throughput Screening | Potency, µM (series often up to 96.7 µM), for inactives: at the top dose activity change, negative = cytotoxicity, usual class: inhibitors | actives 4.3% (n = 94,000) | NIH 3T3 viability, CellTiter-Glo ATP luminescence, 48-72 h; also: potency is read from the fitted curve at half-maximal effect; nearly all actives have a fitted effect of over 55% in size
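Mouse fibroblast NIH 3T3 cells, 400 per well, received compound via pintool and were incubated for 48 or 72 hr prior to CellTiter-Glo ATP luminescence measurement.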
Luciferase inh = Firefly luciferase inhibition profiling of diverse chemical library using quantitative high-throughput screening; Luciferin 4-monooxygenase (Photinus pyralis), P08659; purified P. pyralis luciferase, luminescence, biochemical; Potency, µM (top dose mostly 115 µM), without a hit: top-dose activity change, negative = inhibition, actives largely listed as inhibitors; actives 2.5% (n = 76,000); also: potency is read from the fitted curve at half-maximal effect; nearly all actives have a fitted effect of over 65% in size
Target sequence (P08659 whole entry, looked up): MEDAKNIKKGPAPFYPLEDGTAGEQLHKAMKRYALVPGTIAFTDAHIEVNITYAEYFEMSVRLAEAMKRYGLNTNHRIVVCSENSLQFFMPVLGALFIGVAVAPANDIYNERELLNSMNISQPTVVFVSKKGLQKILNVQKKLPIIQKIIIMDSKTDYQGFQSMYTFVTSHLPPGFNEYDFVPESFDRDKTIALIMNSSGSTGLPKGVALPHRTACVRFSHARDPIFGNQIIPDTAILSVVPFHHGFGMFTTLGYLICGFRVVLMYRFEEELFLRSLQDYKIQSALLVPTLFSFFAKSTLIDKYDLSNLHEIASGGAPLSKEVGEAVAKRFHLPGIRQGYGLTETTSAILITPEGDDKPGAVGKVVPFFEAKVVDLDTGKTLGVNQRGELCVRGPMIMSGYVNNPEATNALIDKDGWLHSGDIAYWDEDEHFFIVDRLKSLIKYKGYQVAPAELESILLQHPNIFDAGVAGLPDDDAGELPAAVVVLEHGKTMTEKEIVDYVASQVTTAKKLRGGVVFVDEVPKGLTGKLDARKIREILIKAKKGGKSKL
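FLuc 10nM, D-luciferin 10uM, ATP 10uM, Mg acetate 10mM, Tris acetate pH 7.5, Tween/BSA; cpd qHTS; enzyme added last; CCD luminescence.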
GPT2 inh = Primary qHTS assay for inhibitors of Glutamate pyruvate transaminase 2 (GPT2); actives 0.25% (n = 100,000); Alanine aminotransferase 2 (Homo sapiens), Q8TD30; Recombinant GPT2, coupled pyruvate oxidase/HRP Amplex Red fluorescence; Potency, µM (series often up to 57.7 µM), without a hit: at the top dose activity change, negative = inhibition, usual class: inhibitors; also: potency is read from the fitted curve at half-maximal effect; nearly all actives have a fitted effect of over 60% in size; many of its hits are not listed in these tables
Target sequence (Q8TD30 whole entry, looked up): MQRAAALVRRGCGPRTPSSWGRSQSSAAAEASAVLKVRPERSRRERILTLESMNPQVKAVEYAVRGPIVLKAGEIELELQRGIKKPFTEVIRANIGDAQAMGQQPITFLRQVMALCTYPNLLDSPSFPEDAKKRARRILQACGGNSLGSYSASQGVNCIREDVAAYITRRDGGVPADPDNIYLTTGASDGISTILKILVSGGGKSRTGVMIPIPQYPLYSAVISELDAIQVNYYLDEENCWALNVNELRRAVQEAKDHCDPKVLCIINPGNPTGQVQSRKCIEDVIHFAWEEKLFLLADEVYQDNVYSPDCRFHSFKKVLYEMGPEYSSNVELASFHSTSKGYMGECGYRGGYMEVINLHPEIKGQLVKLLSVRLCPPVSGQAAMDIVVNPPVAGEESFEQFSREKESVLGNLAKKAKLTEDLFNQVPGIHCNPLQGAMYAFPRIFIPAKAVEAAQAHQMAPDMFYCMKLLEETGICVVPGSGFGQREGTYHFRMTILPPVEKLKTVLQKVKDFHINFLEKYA
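Recombinant GPT2 (10ng/uL) with 250uM a-KG and 2mM L-alanine, 30 min at room temperature, in HEPES pH 7.5 buffer. Pyruvate detected by pyruvate oxidase/HRP/Amplex Red fluorescence after 30 min in the dark; AOA (50uM) as positive control.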
IP6K1 inhibitor = Primary qHTS assay for small molecule inhibitors of Inositol hexaphosphate kinase 1 (IP6K1); actives 0.81% (n = 140,000); Inositol hexakisphosphate kinase 1 (Homo sapiens), Q92551; IP6K1 kinase, ADP-Glo luminescence, 2 h; hits give low values; activity change, % (series mostly up to about 58 µM); AID 1645851, 2021; in the data active = activity change below about -25%
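ADP-Glo luminescence measures ADP made by human IP6K1 during a 2 h RT reaction with ATP/IP6 (mix at 1.3 mM/130 uM); top library doses 57.5 and 19.1 uM final.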
HEK293 tox = Cytotoxic Profiling in HEK 293 Cell Line of Diverse Libraries Using Quantitative High-Throughput Screening | Potency, µM (series often up to 115 µM), without a hit: at the highest dose activity change, negative = cytotoxicity, most hits filed as inhibitors | HEK 293 viability, ATP luminescence (CellTiter-Glo), 48-72 h | actives 6.6% (n = 94,000); also: potency is read from the fitted curve at half-maximal effect; nearly all actives have a fitted effect of over 60% in size
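CellTiter-Glo luminescence (cellular ATP) was read after 48 or 72 hr of compound exposure at 37 degree Celsius. Cells were HEK 293 plated at 250 cells/well.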
SNCA viab count = GF-AFC viability counterscreen for inhibitors of alpha-synuclein gene (SNCA) expression; actives 0.12% (n = 150,000); HEK-293-SNCA-luc viability, GF-AFC fluorescence, 24 h; AID 1671193, 2021; Potency, µM (titrated, usually from 57.1 µM), for inactives: at the top dose activity change, negative = cytotoxicity, actives largely listed as cytotoxic;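 also: potency is read from the fitted curve at half-maximal effect; 0% = DMSO-treated cells and -100% = medium-only wells without cells; nearly all actives have a fitted effect of over 30% in size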
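HEK-293-SNCA-luc cells (1500/well) plated 24 h, then exposed 24 h to a dilution series; GF-AFC added 30 min at 37C, fluorescence 405/540 nm; normalised to medium-only and DMSO wells, Hill fit.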
SNCA expr inhib = Primary qHTS assay for inhibitors of alpha-synuclein gene (SNCA) expression; HEK-293 SNCA-luciferase knock-in, luminescence, 24 h; Potency, µM (titrated, usually from 57.2 µM), for inactives: top-dose activity change, negative = inhibition, usual class: inhibitors; actives 0.17% (n = 140,000); AID 1671194, 2021;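 also: potency is read from the fitted curve at half-maximal effect; plate controls were DMSO cells for no effect and cell-free wells for full effect; nearly all actives have a fitted effect of over 45% in size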
* = called active by the depositor; i = inactive; ? = inconclusive; nt = no result given; & = joins results of further samples; [ ] = remark or other dose. Unless noted, calls follow the shape of the dose curve; as a rule, active = well fitted curve in the direction sought with a large enough effect; inconclusive = small, poorly fitted or top-dose-only effect, or another doubt; inactive = no such curve, though single readings can be large; an effect the other way counts as inactive or inconclusive. Unless noted, % is scaled to controls: 0 for no effect and ±100 for the full control effect. A portion of the library. The share of hits here may be higher or lower than overall.

Every second line gives: 3T3 cytotox | Luciferase inh | GPT2 inh | IP6K1 inhibitor | HEK293 tox | SNCA viab count | SNCA expr inhib
1	COc1ccccc1N1CCN(C(=O)C2CCN(S(=O)(=O)c3cnc[nH]3)CC2)CC1
  nt | nt | nt | 24 | nt | 5% | 9%
2	Cc1ccc2nc(NCc3ccccc3)c3nncn3c2c1
  nt | nt | nt | 24 | nt | -6% | 5%
3	CC(C)C1CCC(C(=O)N[C@@H](Cc2ccccc2)C(=O)O)CC1 (stereo partly drawn)
  nt | nt | 4% | 19 | nt | -24% | nt
4	Cc1ccc(CS(=O)Cc2ccc(C(=O)NCc3ccccc3Cl)o2)cc1 (stereo not drawn)
  nt | nt | nt | 19 | nt | -10% | 9%
5	COc1cccc(CC(=O)N2CCCn3nc(C)c(-c4ccccc4C(C)C)c32)c1
  ? | -25%[172 µM] | -4%[88.5 µM] | -9 | ? | ? | ?
6	COc1ccc(CN2C[C@H]3CN(C(=O)CC(C)(C)C)CCN3C2=O)cc1
  -14%[138 µM] | -7%[172 µM] | -7%[88.5 µM] | 2 | -17%[172 µM] | -3%[87.6 µM] | -17%[87.6 µM]
7	CCC1(N2CCN(S(=O)(=O)c3ccc4c(c3)CCCC4)CC2)CCN(C(=O)NC)C1 (stereo not drawn)
  -24% | 3% | i | -9 | ? | -2% | -15%
8	CN(C)C(=O)c1n[nH]c2c1CN(C(=O)c1cccc(Br)c1)CC2
  -12% | -9% | i | 3 | -11% | 10% | -29%
9	CCCN(Cc1cccs1)C(=O)Nc1cc(C)cc(C)c1
  nt | nt | nt | -11 | nt | 20% | -7%
10	O=C(c1cc2ccccc2[nH]1)N1CCNc2cnc(Nc3ccccc3)nc2C1
  ? | ? | -19%[88.5 µM] | -6 | 79µM* | -27%[87.6 µM] | ?
11	CCc1nc(-c2c3n(c(=O)n(Cc4cccc(OC)c4)c2=O)CCCC3)no1
  -10% | 4% | i | 3 | -1% | 4% | 7%
12	O=C1COc2ccc(-c3cc(-c4ccccc4)c4c(n3)-c3ccccc3OC4)cc2N1
  nt | nt | nt | -10 | nt | 14% | -8%
13	Cc1cc(C)n(Cc2cc(C(=O)N3CCSCC3)n[nH]2)n1
  i | -14% | -11% | -2 | i | 8% | -1%
14	O=C(c1ccc(Cl)cc1)N1CCC(N2CCNC2=O)CC1
  i | nt | i | -23 | i | 2% | 3%
15	Cc1c(C)c(NCC(=O)N(C)C2CCN(Cc3ccc(C(N)=O)cc3)CC2)c(C)c(C)c1N
  nt | nt | ? | -2 | nt | -6% | nt
16	COc1ccc(-c2nc(C)c(CCNS(=O)(=O)c3cc(C)c(C)cc3C)s2)cc1
  nt | nt | nt | 9 | nt | ? | -14%
17	COc1cccc(C(=O)N2CCN(c3cc(-c4ccc(Cl)cc4)[nH]n3)CC2)c1OC
  ? | -1% | i | 7 | ? | -1% | ?
18	Cc1cc(C)c2[nH]c(C(=O)N3CCCC3c3nc4ccccc4[nH]3)c(C)c2c1 (stereo not drawn)
  ? | 0% | -4% | 1 | ? | -19% | -27%
19	Cc1cccc(C(=O)N2C(C(=O)NCc3ccco3)COC23CCN(C(=O)CC(C)(C)C)CC3)c1 (stereo not drawn)
  -11% | 6% | i | 17 | ? | -10% | -9%
20	CCCc1nn2c(=O)cc(COC(=O)c3ccccc3NC(=O)COc3ccccc3F)nc2s1
  nt | nt | nt | 29 | nt | -4% | 18%
21	COc1ccc(C(=O)N2CCOCC3(CN(Cc4ccccc4)C3)C2)cc1
  ? | 0%[172 µM] | -14%[88.5 µM] | 13 | 10µM* | -15%[87.6 µM] | ?
22	Cc1nc2c(c(-c3ccc(Cl)cc3)n1)CCN(C(=O)c1ccc(C(F)(F)F)cc1)CC2
  ? | 2% | i | -15 | ? | 4% | 6%
23	CCc1nn2c(=O)cc(COC(=O)c3ccccc3NC(=O)c3ccc(C(C)(C)C)cc3)nc2s1
  nt | nt | nt | 23 | nt | -8% | 31%[activator]
24	CCCC(C)Nc1ncnc2c1CN(C1CCCNCC1)C(=O)CN2C (stereo not drawn)
  -3% | nt | -8% | -4 | 1% | 0% | -19%
25	COc1cc(CN2CCN(Cc3ccon3)CC2CCO)cc(OC)c1 (stereo not drawn)
  -9% | 2% | i | -2 | -4% | -3% | ?
26	O=C(c1cccs1)N(Cc1cccnc1)c1nc2c(F)cc(F)cc2s1
  nt | nt | nt | 7 | nt | -6% | 34%
27	CN1CCN(C(CNC(=O)c2ccccc2F)c2ccc3c(c2)OCO3)CC1 (stereo not drawn)
  nt | nt | nt | 19 | nt | -9% | 31%[activator]
28	O=C(Cc1ccccc1Cl)NCc1nnc2c(-c3nc(C4CC4)no3)cccn12
  -15% | -2% | i | 4 | -7% | 1% | -14%
29	CCOC(=O)C1CCN(C(=O)C2CCc3nnc(C4CC4)n32)CC1 (stereo not drawn)
  -6% | nt | -1% | 7 | -7% | 4%[12.5 µM] | 7%
30	CC(C)C[C@@H]1N[C@H](C(=O)N2CCOCC2)Cc2cn(CC3CC3)c3cccc1c23
  ? | -19%[172 µM] | ? | -7 | 89µM* | -4%[87.6 µM] | 9%[87.6 µM]

The list goes on, starting with the last 4 of the part before.
Every second line gives: 3T3 cytotox | Luciferase inh | GPT2 inh | IP6K1 inhibitor | HEK293 tox | SNCA viab count | SNCA expr inhib
27	CN1CCN(C(CNC(=O)c2ccccc2F)c2ccc3c(c2)OCO3)CC1 (stereo not drawn)
  nt | nt | nt | 19 | nt | -9% | 31%[activator]
28	O=C(Cc1ccccc1Cl)NCc1nnc2c(-c3nc(C4CC4)no3)cccn12
  -15% | -2% | i | 4 | -7% | 1% | -14%
29	CCOC(=O)C1CCN(C(=O)C2CCc3nnc(C4CC4)n32)CC1 (stereo not drawn)
  -6% | nt | -1% | 7 | -7% | 4%[12.5 µM] | 7%
30	CC(C)C[C@@H]1N[C@H](C(=O)N2CCOCC2)Cc2cn(CC3CC3)c3cccc1c23
  ? | -19%[172 µM] | ? | -7 | 89µM* | -4%[87.6 µM] | 9%[87.6 µM]
31	Cc1cc(C)c(S(=O)(=O)N2CCn3c(nn(CC4CC4)c3=O)C2)c(C)c1
  ? | 6% | -13% | -7 | ? | -14% | -3%
32	CCOC(=O)c1ccc(NC(=O)Cn2cnc(S(=O)(=O)N3CCCC3)c2)cc1
  nt | nt | nt | -6 | nt | 12% | ?
33	CN(C(=O)[C@@H]1C[C@@H](c2ccc(F)cc2)N([S+](=O)([O-])c2ccccc2)C1)c1ccccc1
  35µM* | -10%[172 µM] | -22%[88.5 µM] | 11 | ? | ? | 6%[87.6 µM]
34	NCCn1cc(C(=O)N2CCC(Oc3ccncc3)CC2)nn1
  -2% | 8% | 1% | -5 | i | 8% | -9%
35	COCCN1CCCC2(CCN(C(=O)CN3C(=O)CNC3=O)C2)C1=O (stereo not drawn)
  -6% | -9% | i | 20 | -12% | 13% | 5%
36	COc1ccccc1CC(=O)N1CCC(C2CCN(S(C)(=O)=O)CC2)C1 (stereo not drawn)
  -5% | 0% | i | 11 | i | 6%[12.5 µM] | -28%
37	COCCN1C(=O)CC[C@]2(C(=O)NCc3cccc(Cl)c3)CCCC[C@@H]12
  -18% | -8% | -19% | -6 | -12% | ? | -6%
38	CCN1c2cc(C(=O)NCCC3=CCCCC3)ccc2C(=O)N2CCCCC21 (stereo not drawn)
  ? | 1% | i | -15 | 45µM* | -3%[12.5 µM] | -20%
39	CN1CC(=O)N(C2CCCNCC2)Cc2c1ncnc2N1CCC(O)CC1 (stereo not drawn)
  -31% | nt | i | 1 | -32% | 5% | 3%
40	COc1ccc(CN2C(=O)O[C@@H]3CN(C4CCCCC4)C[C@@H]32)cc1OC
  -10% | -6% | 0% | 1 | ? | -12% | 7%
41	O=C(NCc1ccccc1)c1ccc2c(c1)OCCN(CCC(F)(F)F)C2
  ? | -1%[172 µM] | -33%[88.5 µM] | 10 | ? | 0%[87.6 µM] | 4%[87.6 µM]
42	Cn1cccc1C(=O)N1CC[C@H](NC(=O)NC2CCCCC2)[C@H]1C(=O)N1CCC[C@@H]1C(N)=O
  0% | -2% | -1% | -17 | i | -2% | -8%
43	Cn1c(=O)n(C)c2cc(N3CCOCC3)c(NS(=O)(=O)c3ccc(Cl)cc3)cc21
  nt | nt | nt | -13 | nt | 3% | 54%[activator]
44	COc1ccc(NC(=O)c2nc(-c3ccc(C)cc3)n3c2CCCCC3)cc1
  nt | nt | nt | -11 | nt | -8% | ?
45	N#Cc1ccc(N2CCCn3nc(CCC(=O)N4CCCC4)cc3C2)nc1
  -18% | 5% | i | 2 | -3% | 3% | 10%
46	COc1ccc(-c2ccc(C(=O)N(C)CC#N)cc2)nn1
  -12%[138 µM] | nt | nt | -5 | i | nt | nt
47	CNC(=O)[C@@H]1CN(C(=O)c2ccc(C)c(F)c2)C[C@H]1COC
  -10% | 3% | -11% | -2 | -14% | 5% | 8%
48	CC(C)(Sc1ccc(CCN(CCCCC2CCCCC2)C(=O)NC2CCCCC2)cc1)C(=O)O
  nt | nt | -1% | -21 | nt | -4%&0%&-5% | -9%&-5%
49	Cc1csc(SCC(=O)N[C@H]2[C@H]3CCO[C@H]3[C@@H]2NS(C)(=O)=O)n1
  i | 11% | -3%[11.5 µM] | -5 | i | 8% | 26%
50	CC(C)N(Cc1ccccc1)C(=O)CN1C(=O)CSc2ccc(S(=O)(=O)N3CCCC3)cc21
  nt | nt | nt | 0 | nt | 26% | -6%
51	Cc1ccc(NC(=O)C2CCN(C(=O)c3ncn4c3COC(c3ccc(F)cc3)C4)CC2)cc1Cl (stereo not drawn)
  ? | 28µM* | i | 1 | ? | -12% | 7%
52	Oc1ccc(NCc2ccc(OCc3ccccc3)cc2)cc1
  nt | nt | nt | -1 | nt | -15% | 7%

Structural class, those above with a tert-butyl group.
Every second line gives: 3T3 cytotox | Luciferase inh | GPT2 inh | IP6K1 inhibitor | HEK293 tox | SNCA viab count | SNCA expr inhib
6	COc1ccc(CN2C[C@H]3CN(C(=O)CC(C)(C)C)CCN3C2=O)cc1
  -14%[138 µM] | -7%[172 µM] | -7%[88.5 µM] | 2 | -17%[172 µM] | -3%[87.6 µM] | -17%[87.6 µM]
19	Cc1cccc(C(=O)N2C(C(=O)NCc3ccco3)COC23CCN(C(=O)CC(C)(C)C)CC3)c1 (stereo not drawn)
  -11% | 6% | i | 17 | ? | -10% | -9%
23	CCc1nn2c(=O)cc(COC(=O)c3ccccc3NC(=O)c3ccc(C(C)(C)C)cc3)nc2s1
  nt | nt | nt | 23 | nt | -8% | 31%[activator]
